TAG inh: inhibitors of triacylglycerol accumulation | inhibition, % at 12.5 µM | 230,000 tested, 0.66% active | H9c2 cells, Nile Red lipid (TAG) fluorescence; cells loaded with 200 µM oleic acid;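 active means pattern-corrected inhibition of lipid staining of at least 50% with the nuclear-stain viability signal not falling by more than 50%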;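 further: 0% = DMSO wells and 100% = triacsin C control wells; some results filed as inactive read as strong as hits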
TAG inh DAPI viability: second read-out of TAG inh, no call of its own (marks repeat the call); DAPI nuclei signal change (viability), lower = more cytotoxic, %;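 whole-well DAPI fluorescence read on a plate reader as a viability signal; minus 50 percent equals half of cells still viable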
Active calls of the source: *.

1	O=C(Nc1ccc(S(=O)(=O)N2CCCCC2)cc1)c1ccc(Cl)nc1
2	Cc1ccc2c(c1)C(=O)C(=O)N2CC(=O)Nc1ccc(N2CCOCC2)cc1
3	COc1cc(NC(=S)N(C)CCC#N)c(OC)cc1Cl
4	O/N=C/c1ccc2cccc(O)c2n1
5	O=C(NCN1CCCCC1)c1cnccn1
6	O=S(=O)(c1ccccc1)C1Cc2ccccc2C1Cl (stereo not given)
7	Nc1nc(N)c2ncc(C(=O)CCc3ccccc3)nc2n1
8	COc1ccc(C(=O)NCC(=O)N2CCC(Cc3ccccc3)CC2)cc1OC

entry no.	1	2	3	4	5	6	7	8
TAG inh	-23.6	8.5	2.8	-0.6	8.0	-12.4	-4.0	-4.2
TAG inh DAPI viability	5.2	-3.4	0.7	3.7	4.2	3.8	22.2	1.6

9	COc1ccc(S(=O)(=O)NCCc2ccccc2)cc1
10	Cc1cc(C(=O)COC(=O)c2ccncc2)c(C)n1CCc1ccc(F)cc1
11	O=C(CSc1ncccn1)NC(=O)NCc1ccccc1
12	OCCCN=c1cc(-c2ccccc2)oc2ccc(Cl)cc12
13	COc1ccccc1N1CCN(C(=O)c2c(-c3ccccc3)noc2C)CC1
14	Oc1ccc(-c2cn3c(n2)SCC3)cc1
15	CC(C)(C)c1cc(=O)n2c(C#N)c(C#N)nc2[nH]1
16	CCCn1c(=O)[nH]c(=O)c2c1nc(-c1ccc(OC)c(Br)c1)n2CCOC

entry no.	9	10	11	12	13	14	15	16
TAG inh	-13.7	9.5	-9.7	16.3	8.8	6.5	-18.6	-11.2
TAG inh DAPI viability	-4.5	-1.8	11.4	-3.5	-5.9	4.4	5.1	-4.0

17	Cc1ccc(C(=O)NC2CC3CCCC(C2)N3C(=S)NCc2ccco2)cc1 (stereo not given)
18	CCOC(=O)N1CCN(C(=O)c2ccc(Cn3c(=S)[nH]c4cc(OCC)c(OCC)cc4c3=O)cc2)CC1
19	COc1ccc(CCC(=O)Nc2ccc(S(=O)(=O)NC3=NCCCCC3)cc2)cc1
20	CCC(Oc1ccccc1)C(=O)Nc1nnc(C)s1 (stereo not given)
21	O=C1CC(Nc2ccc3ccccc3c2)C(=O)N1Cc1ccccc1 (stereo not given)
22	CCn1ccnc1CN(C)Cc1cn(-c2cccc(C)c2)nc1-c1cccc(F)c1
23	O=[N+]([O-])c1ccc(N=NNc2ccccc2)cc1
24	CC1(C)Cc2nc3sc4c(N(CCO)CCO)ncnc4c3cc2CO1

entry no.	17	18	19	20	21	22	23	24
TAG inh	6.0	-24.2	-16.5	-2.8	-11.9	-4.9	3.0	6.9
TAG inh DAPI viability	-3.5	6.5	-8.4	-3.5	13.1	21.7	4.0	1.4

25	COc1ccc(OCC(=O)N/N=C(\C)CC(=O)Nc2cccc([N+](=O)[O-])c2)cc1
26	COc1ccc(N2CCN(C(=O)C3=NNC(=O)CC3)CC2)cc1
27	Nc1c2c(=O)[nH]c(O)cc2nn1-c1ccccc1
28	C=CCn1c(SCC(=O)c2ccc(O)c(O)c2)nnc1-c1ccc(OC)cc1
29	CC(NC(=O)Nc1ccccc1)C(c1ccccc1)N1CCOCC1 (stereo not given)
30	Cc1ccsc1C(=O)N1CCN(c2ncc(C(F)(F)F)cc2Cl)CC1
31	O=C(NCCN1CCCOC1=O)C(=O)NCCN1CCCOC1=O
32	COc1ccc(-c2csc(NC(=O)CCNC(=O)c3ccco3)n2)cc1OC

entry no.	25	26	27	28	29	30	31	32
TAG inh	12.2	-12.2	2.8	-1.0	0.9	-11.0	8.7	26.1
TAG inh DAPI viability	-5.9	4.2	0.1	-12.2	9.9	6.8	-10.2	-0.1

33	O=C(NNc1ncnc2ccccc12)c1cccc(Cl)c1
34	N#Cc1c(NC(=O)CCn2cnc3ccccc3c2=O)oc(-c2ccccc2)c1-c1ccccc1
35	CC(C)Cn1c(N)c(C(=O)COC(=O)c2cc(S(=O)(=O)N3CCOCC3)ccc2Br)c(=O)n(C)c1=O
36	CC1C(=O)N(Cc2cn(Cc3ccco3)nn2)CCS(=O)(=O)N1Cc1ccc(-c2ccc(F)cc2)cc1 (stereo not given)
37	CCCCn1c(N)c(N(C)C(=O)c2cc3c(F)cccc3s2)c(=O)[nH]c1=O
38	Cc1c(Cl)c([N+](=O)[O-])nn1CC(=O)N1CCCC1
39	CC1(C)Cc2c(c(N3CCOCC3)nc3sc4c(NCc5ccco5)nnnc4c23)CS1
40	CSc1ccccc1NC(=O)c1ccccc1

entry no.	33	34	35	36	37	38	39	40
TAG inh	1.2	-12.5	3.9	-9.4	0.4	14.8	-5.8	2.5
TAG inh DAPI viability	-3.0	-1.0	-3.4	9.2	-2.7	-3.5	-4.3	-4.3

41	O=S1(=O)CCOC[C@H](CC2CCCCC2)N1Cc1ccc(F)cc1
42	O=C(Nc1ccncc1)c1ccc(-c2ccccc2)cc1
43	Cc1cccc(COCC(Cc2ccccc2)N2CCN(C(=O)c3ccc(C(F)(F)F)cc3)CCC2=O)c1 (stereo not given)
44	Cc1cccc(Nc2ncnc3onc(-c4cccc(Cl)c4)c23)c1
45	CCOC(=O)c1cc(-c2ccccc2)sc1NC(=O)C(C)N1C(=O)NC(C)(c2ccc(Cl)cc2)C1=O (stereo not given)
46	[O-][n+]1c2c(nn1-c1ccc(Cl)c(Cl)c1)-c1nonc1CC2
47	CCCCN(CC)C(=O)c1ccc(Cl)cc1
48	COCCCNc1ncnc2ccc(C)cc12

entry no.	41	42	43	44	45	46	47	48
TAG inh	-36.9	-33.7	-7.4	3.0	75.6*	-3.3	-4.0	-34.3
TAG inh DAPI viability	-2.7	194.2	-0.8	2.5	-5.7*	1.6	-6.7	0.2

49	Cc1ccc(-c2csc(C(O)c3ccccc3)n2)cc1C (stereo not given)
50	CC(C)N(CCc1ccncc1)C(=O)Nc1ccc(F)cc1
51	COc1ccccc1NC(=O)N1C2CCCC1CC(NC(=O)c1ccccc1)C2 (stereo not given)
52	Cc1ccc(S(=O)(=O)N2CCOCC2)cc1NC(=O)COc1ccc2c(C)cc(=O)oc2c1
53	Cc1ccc(NC(=O)CN2C(=O)NC3(CCc4ccccc43)C2=O)cc1 (stereo not given)
54	CCOC(=O)c1cnc2cc(C)nn2c1-c1ccccc1
55	COc1cccc(C(=O)NCCSCc2c(F)cccc2Cl)c1
56	Cc1nc(-c2ccc(Cl)cc2)sc1C1(C)CC(c2ccc([N+](=O)[O-])cc2)=NO1 (stereo not given)

entry no.	49	50	51	52	53	54	55	56
TAG inh	-12.9	12.2	-3.0	-3.2	1.2	-35.8	-3.5	15.8
TAG inh DAPI viability	1.3	8.4	-5.1	8.5	1.2	7.9	-10.3	1.9

57	COc1cccc(NC(=O)CSc2nnnn2C(C)C)c1
58	Cn1c(=O)[nH]c(=O)c2c1nc(Br)n2C/C=N/NC(=O)c1ccccc1
59	CCCS(=O)(=O)N1CCCC(C(=O)NCc2ccc(C)cc2)C1 (stereo not given)
60	NC(=NCc1ccc2c(c1)OCO2)NC(=O)c1ccccc1
61	CC1CN(Cc2nnc(-c3ccccc3)o2)CC(C)O1 (stereo not given)
62	O=C(Nc1nc(-c2cccnc2)cs1)c1ccc([N+](=O)[O-])cc1
63	Cc1ccc(C(=O)Nc2ccc(S(=O)(=O)N3CCCC3)cc2)o1
64	CCc1nnc(NC(=O)CCC(=O)NCc2ccc(OC)cc2)s1

entry no.	57	58	59	60	61	62	63	64
TAG inh	-11.7	-22.8	7.5	-1.3	8.5	3.5	-18.9	-2.9
TAG inh DAPI viability	-4.2	10.8	-5.3	-6.0	4.5	-1.5	5.3	-2.9

Some of the entries above in a different format:
Under each structure – TAG inh | TAG inh DAPI viability
#28 C=CCn1c(SCC(=O)c2ccc(O)c(O)c2)nnc1-c1ccc(OC)cc1
  -1.0 | -12.2
#21 O=C1CC(Nc2ccc3ccccc3c2)C(=O)N1Cc1ccccc1 (stereo not given)
  -11.9 | 13.1
#46 [O-][n+]1c2c(nn1-c1ccc(Cl)c(Cl)c1)-c1nonc1CC2
  -3.3 | 1.6
#42 O=C(Nc1ccncc1)c1ccc(-c2ccccc2)cc1
  -33.7 | 194.2
#30 Cc1ccsc1C(=O)N1CCN(c2ncc(C(F)(F)F)cc2Cl)CC1
  -11.0 | 6.8
#58 Cn1c(=O)[nH]c(=O)c2c1nc(Br)n2C/C=N/NC(=O)c1ccccc1
  -22.8 | 10.8
#41 O=S1(=O)CCOC[C@H](CC2CCCCC2)N1Cc1ccc(F)cc1
  -36.9 | -2.7

Additional structures
65	CCOC(=O)C1=C(O)/C(=C/c2ccc(OCC(=O)O)c(OCC)c2)SC1=Nc1ccc(C)cc1
66	Cc1cccc(-n2ccnc2SCC(=O)Nc2nccs2)c1
67	CC1CCCCC12NC(=O)N(CC(=O)OCC(=O)NCc1ccc(F)cc1)C2=O (stereo not given)
68	CCCC(=O)N1CCCC1(C)C(=O)NCc1ccc(F)cc1Cl (stereo not given)
69	COc1ccc(-c2noc(CCC(=O)NC3CCN(Cc4ccccc4)CC3)n2)cc1
70	CSc1ccc(CN(C)C(=O)C(Cc2ccccc2)NC(=O)c2ccccc2)cc1 (stereo not given)
71	N#Cc1c(Cl)cccc1N1CCCC1
72	CCOc1ccc(C(=O)NC(C)(C)CC)cc1

entry no.	65	66	67	68	69	70	71	72
TAG inh	2.3	4.7	-3.7	8.2	2.9	26.7	4.0	-7.3
TAG inh DAPI viability	1.3	-1.6	-2.8	-6.3	-0.7	-8.6	3.0	-7.7

73	COc1ccc(OC)c(S(=O)(=O)N/N=C(/C)c2c[nH]c3ccccc23)c1
74	COc1ccc(NS(=O)(=O)c2ccc(C)c(C(=O)N3CCCCCCC3)c2)cc1
75	COC(=O)c1ccc2nc(NC(=O)CN3C(=O)CCC3=O)sc2c1
76	Cc1c(C(=O)CN2CCSCC2)c2ccccc2n1C
77	COc1ccc(-c2cc(NC=O)c3ncc(-c4cccc(C(=O)N(C)C)c4)n3c2)cn1
78	Cc1ccc(/C=N/NC(=O)c2cc3c(s2)CCCC3)o1
79	Cn1nc(C(=O)Nc2ccc(S(=O)(=O)Nc3ncccn3)cc2)ccc1=O
80	O=C(c1nnc(-c2ccc(Cl)cc2)o1)C1CCCC1

entry no.	73	74	75	76	77	78	79	80
TAG inh	-16.8	-25.2	-4.6	6.9	43.4	17.8	11.6	9.7
TAG inh DAPI viability	0.6	1.3	-3.2	-1.6	-23.8	-3.5	-11.8	-1.4

Grouped by structure, the entries above with bromine
16	CCCn1c(=O)[nH]c(=O)c2c1nc(-c1ccc(OC)c(Br)c1)n2CCOC
35	CC(C)Cn1c(N)c(C(=O)COC(=O)c2cc(S(=O)(=O)N3CCOCC3)ccc2Br)c(=O)n(C)c1=O
58	Cn1c(=O)[nH]c(=O)c2c1nc(Br)n2C/C=N/NC(=O)c1ccccc1

entry no.	16	35	58
TAG inh	-11.2	3.9	-22.8
TAG inh DAPI viability	-4.0	-3.4	10.8

Next section
81	CN(C)C(=O)CN1CCN(c2nc3nonc3nc2N2CCCCC2)CC1
82	Cc1cccc(CNc2ccc(C(CC(N)=O)NC(=O)c3cccc(Br)c3)cc2[N+](=O)[O-])c1 (stereo not given)
83	CN(Cc1cnc2nc(N)nc(N)c2n1)c1ccc(C(=O)NC(CCC(=O)O)C(=O)O)cc1C(F)(F)F (stereo not given)
84	CCN(CC)c1ccc2cc(C(=O)Nc3ccccn3)c(=O)oc2c1
85	Cc1ccc(CC(=O)Nc2cc(C)ccn2)cc1
86	Cc1cc(C(F)F)n2nc(C(=O)Nc3cccc(S(=O)(=O)N4CCOCC4)c3)nc2n1
87	NS(=O)(=O)c1ccc(CCNC(=O)c2ccc(Cl)s2)cc1
88	CCCn1nnc(NC(=O)c2cccc(OCC(C)C)c2)n1

entry no.	81	82	83	84	85	86	87	88
TAG inh	-6.6	-6.8	38.6	14.7	0.8	6.9	-7.2	15.4
TAG inh DAPI viability	0.6	2.1	-24.2	20.7	-3.6	4.3	-1.0	-3.2

89	COc1ccc(C2NC(=O)NC(C)=C2[N+](=O)[O-])cc1 (stereo not given)
90	COc1ccccc1CCC(=O)N1CCC(n2nccc2NC(=O)CC(C)C)CC1
91	COc1ccc(-c2noc(CCC(=O)N3CCN(c4cccc(OC)c4)CC3)n2)cc1
92	CN(CC(=O)Nc1cccc(F)c1)C(=O)/C=C/c1cc(Br)ccc1OC(F)F
93	N#CCC(=O)Nc1ccc(C(=O)OCC(=O)N2CCN(C(=O)c3ccco3)CC2)cc1
94	CCOC(=O)NC(=O)COC(=O)c1ccc(Sc2ncn[nH]2)c([N+](=O)[O-])c1
95	O=C(Oc1cccc(Br)c1)c1cccnc1
96	O=C(c1ccc2c(=O)n3c(nc2c1)CCCCC3)N1CCN(c2ccc(F)cc2)CC1

entry no.	89	90	91	92	93	94	95	96
TAG inh	-13.9	-2.2	-16.8	38.6	-5.6	-1.6	7.1	7.6
TAG inh DAPI viability	2.1	7.2	-4.3	-4.0	8.0	-6.2	-3.7	-11.4

Screening results from PubChem.

An excerpt, so the mix of outcomes need not match the whole.
